High-throughput results from PubChem.
KLF5 inh: KLF5 expression inhibitors, primary screen, DLD-1 cells, luminescence; 290,000 tested, 0.23% active; inhibition, % at 5 µM; DLD-1 KLF5 promoter-luciferase reporter;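 active = inhibition above a per-plate limit of that plate's mean compound inhibition plus 3 SD, cut at about 60% in these data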;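 also: 0% = DMSO wells and 100% = LY294002 at 200 µM; higher means less KLF5 promoter-driven luciferase light; inactives centre near -14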
HSF1 activator: HSF-1 activators, primary screen, NIH3T3-HGL cells, MG132 stress, luminescence, single point | activation, % at 9 µM | 300,000 tested, 1.7% active | NIH3T3-HGL HSF-1 luciferase reporter, 8 h; 100% = twice DMSO control signal | AID 504408, 2011;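 active = mean replicate activation of at least 50% with a set share of replicates each reaching 50%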;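 also: 0% = median of the neutral control wells and 100% = twice that signal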
GSK3 alpha inh: blockers of GSK3A enzyme activity – biochemical, luminescence, cell-free homogeneous, HTS, primary screen | Glycogen synthase kinase-3 alpha (Homo sapiens), P49840 | GSK-3 alpha kinase, ADP-Glo luminescence, 60 min | inhibition, % at 10 µM | 320,000 tested, 0.1% active | AID 2650, 2010;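 in the data active = inhibition above about 50%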;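 also: GST-tagged GSK-3 alpha with peptide substrate and 25 µM ATP; 0% = DMSO neutral wells and 100% = GW8510 positive control wells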
Target sequence (P49840 whole entry, looked up): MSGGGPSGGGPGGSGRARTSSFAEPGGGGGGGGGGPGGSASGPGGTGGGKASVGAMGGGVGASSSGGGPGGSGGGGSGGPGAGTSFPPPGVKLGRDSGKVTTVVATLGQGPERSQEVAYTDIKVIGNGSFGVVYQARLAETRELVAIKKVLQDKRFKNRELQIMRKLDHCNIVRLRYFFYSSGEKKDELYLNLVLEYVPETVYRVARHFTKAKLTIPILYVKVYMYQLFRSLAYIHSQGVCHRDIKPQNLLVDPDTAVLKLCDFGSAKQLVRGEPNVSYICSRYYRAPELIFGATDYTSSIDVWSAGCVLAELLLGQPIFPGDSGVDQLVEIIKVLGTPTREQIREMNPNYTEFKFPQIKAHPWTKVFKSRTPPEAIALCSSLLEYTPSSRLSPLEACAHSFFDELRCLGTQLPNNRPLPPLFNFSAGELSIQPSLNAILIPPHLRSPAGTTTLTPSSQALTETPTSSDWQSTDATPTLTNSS
GSK3beta inhib: human GSK3beta kinase inhibitors, primary screen, biochemical, cell-free homogeneous, HTS. Glycogen synthase kinase-3 beta (Homo sapiens), P49841. GST-GSK3beta kinase, ADP-Glo luminescence, 60 min; active compounds read low. activity score (negative = inhibition), % at 10 µM. 300,000 tested, 0.038% active;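 active = more than half of replicate wells score below -50%, meaning over 50% inhibition versus plate controls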;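 also: 0% = median DMSO wells and -100% = median GW8510 positive control wells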
Target sequence (P49841 whole entry, looked up): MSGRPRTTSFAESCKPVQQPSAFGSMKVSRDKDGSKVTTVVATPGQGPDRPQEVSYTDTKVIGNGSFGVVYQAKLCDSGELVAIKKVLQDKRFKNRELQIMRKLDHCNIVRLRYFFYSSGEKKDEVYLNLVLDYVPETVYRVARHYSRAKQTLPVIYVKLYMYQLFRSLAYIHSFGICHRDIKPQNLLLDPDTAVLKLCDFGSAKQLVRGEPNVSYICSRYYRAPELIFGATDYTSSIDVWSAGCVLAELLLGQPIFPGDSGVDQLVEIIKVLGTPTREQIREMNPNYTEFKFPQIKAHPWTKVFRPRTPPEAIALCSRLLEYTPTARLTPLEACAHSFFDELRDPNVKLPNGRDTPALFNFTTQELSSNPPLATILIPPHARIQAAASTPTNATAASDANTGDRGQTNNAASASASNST
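Test system – GST-tagged human GSK3beta kinase, cell-free · Incubation – 60 min enzyme reaction, room temperature · Signal – ADP-Glo luminescence · Also added – peptide substrate and ATP at 25 µM · Controls – DMSO neutral wells and GW8510 at 20 µM as positive · Buffer or medium – Tris/MgCl2 kinase buffer · Measure – Luminescence-derived activity versus plate DMSO and GW8510 wells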
AI-2 QS modul: Vibrio harveyi AI-2 quorum sensing modulators, primary screen, JMH597 strain, luminescence/OD600 ratio. Vibrio harveyi JMH597 AI-2 luminescence/OD600 ratio, 9 h; active compounds read low; strain lacks LuxN and CqsS sensors; 0 = neutral-control median. activity change, % at 7.5 µM. 300,000 tested, 0.4% active. AID 2094, 2009; in the data active = activity change below about -75%, passing the limit was not always enough;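 also: luminescence divided by OD600 gain over 9 h not by final OD600 alone; inactives centre near 13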
HSP90 inh: HSP90 inhibitors, primary screen, cell lysate, luminescence; AID 1789, 2009; 290,000 tested, 0.91% active; inhibition, % at 5.6 µM; Rabbit reticulocyte lysate, luciferase refolding luminescence, 3 h;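 active = inhibition above the screen-wide mean plus 3 SD, computed separately per campaign, cut at about 16% in these data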;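 also: 0% = DMSO wells and 100% = 60 µM geldanamycin wells; inhibitors lower the luminescence because luciferase stays unfolded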
IEC-6 tox: cytotoxicity in IEC-6 intestinal epithelial cells, primary screen, cytotoxicity control for KLF5 inhibitor project, cell-based, luminescence. IEC-6 cytotoxicity, luminescence viability. inhibition, % at 5 µM. 290,000 tested, 0.78% active; in the data active = inhibition above about 22%;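 also: 0% = plate median of test compound wells and 100% = cytotoxic reference compound wells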
HIF activator: HIF pathway transcriptional activators, primary screen, cell-based, U2OS HRE-luciferase, luminescence; U2OS HRE-luciferase reporter; normalized: DMSO 0%, desferrioxamine 100%; activation, % at 7.5 µM (by protocol); 300,000 tested, 0.32% active; AID 1910, 2009;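 active = mean activation of at least 10% of the iron chelator positive control signal, with at least half of replicates also reaching 10%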
HSF1 inh: HSF1 inhibitors in luciferase reporter cells, primary screen, cell-based, NIH3T3, luminescence; AID 2098, 2009; activity change, negative = inhibition, % at 7.5 µM (by protocol); NIH3T3-HGL HSE-luciferase, MG132-induced, luminescence 8 h; active compounds read low; 300,000 tested, 0.77% active;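 active = more than half of replicate wells show activity change below -50%, luminescence cut by over half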;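 also: luciferase reports HSF-1 transcriptional activity via heat shock element; 0% = median of DMSO wells and -100% = zero luminescence signal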
aSyn 5UTR inh: MLPCN primary screen, SNCA 5' untranslated region | alpha-synuclein 5'UTR reporter, inhibitor activity | inhibition, % (tested at 7.5 µM) | AID 1813, 2009 | 300,000 tested, 0.82% active; in the data active = inhibition above about 60%;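 also: H4 neuroglioblastoma cells stably carrying SNCA 5'UTR luciferase fusion; 0% = DMSO wells and 100% = positive control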
* marks the source's active call; other numbers are inactive results; i = inactive; · = not tested or not shown.

canonical_smiles	KLF5 inh	HSF1 activator	GSK3 alpha inh	GSK3beta inhib	AI-2 QS modul	HSP90 inh	IEC-6 tox	HIF activator	HSF1 inh	aSyn 5UTR inh
Cc1noc(C)c1S(=O)(=O)Nc1ccc(C(=O)N2CCc3ccccc3C2)cc1	-1	-6	-4	8	13	-2	-2	-0.7	4	-3
COc1cc2ccccc2cc1C(=O)Nc1ccc(C)cc1	-48	39	-2	0	-10	-3	11	11*	21	-186
CCOc1ccc(NC(=O)CNC(=O)c2ccc(OC)cc2)cc1	3	-7	-2	2	21	1	-1	-0.1	-3	5
COc1ccc(S(=O)(=O)Nc2ccc(S(=O)(=O)NCC3CCCO3)cc2)cc1 (stereo not drawn)	-17	-2	-4	-1	42	1	3	-0.4	-14	7
O/N=C/c1cccn1-c1ccc(O)cc1	-8	-10	5	1	3	-1	0	-0.1	-3	-4
Cc1cnc(C(=O)OCc2ccc(COC(=O)c3cnc(C)cn3)cc2)cn1	5	0	-1	4	11	4	1	0.2	9	9
Cc1cccc(NC(=O)c2sc(C)nc2C)c1	-39	20	-1	4	22	1	7	1.2	15	-58
CCOc1cccc(C(=O)Nc2cccc(NC(=O)c3ccco3)c2)c1	5	-20	-2	-5	-2	1	-1	0.3	-6	-11
Cc1ccc(-c2nnc(SCC(=O)NCC3CCCO3)n2C)cc1 (stereo not drawn)	-28	19	10	0	12	4	3	-0.2	3	-4
N#C/C(=C\c1cn(Cc2cccc(F)c2)c2ccccc12)C(=O)NCc1ccco1	-1	68*	0	-4	11	-1	3	0.0	43	65*
CC(=O)Nc1ccc(NC(=O)C(C)OC(=O)C2CC(=O)N(CCc3ccccc3)C2)cc1 (stereo not drawn)	·	-22	-4	-1	10	·	·	0.1	-3	-3
CCCC(C)C(=O)Nc1ccc(S(=O)(=O)N2CCCC2)cc1 (stereo not drawn)	-20	-49	-1	4	23	1	-2	-2.0	-36	8
COc1ccc(C2NC(=S)NC3=C2CCCC3=C2SCCS2)cc1 (stereo not drawn)	6	-60	2	0	14	6	3	235*	-56*	i
CCCCn1c(SCC(=O)Nc2cc(C)[nH]n2)nc2ccsc2c1=O	-29	14	10	1	20	0	3	0.1	11	18
Cc1nc(CN(C)C(=O)C2CCC(=O)N(CCc3cccc(F)c3)C2)cs1 (stereo not drawn)	-40	27	-2	1	20	-5	2	0.0	-3	-8
CC(=O)Oc1ccc(N2C(=O)C3C(C2=O)C2C=CC3C23CC3)cc1[N+](=O)[O-] (stereo not drawn)	-1	13	·	-2	20	5	4	-0.1	4	0
CN(C)c1ccc(C(C(=O)NC2CCCC2)N(Cc2cccnc2)C(=O)c2snc(C(N)=O)c2N)cc1 (stereo not drawn)	-8	-20	-2	2	-1	1	-2	0.1	-7	19
O=C(c1cc(Cl)ccc1OCc1ccccc1)N1CCOCC1	-36	15	2	-4	5	-3	-4	2.3	14	-14
CC1C2CC(C/C2=N/NC(=O)c2cccs2)C1(C)C (stereo not drawn)	-121	37	·	-3	14	2	-3	1.8	14	-74
CC1CN(c2ccc(S(=O)(=O)N3CCOCC3)cn2)CC(C)O1 (stereo not drawn)	-1	-5	-2	-2	13	6	-1	-0.4	-1	-8
O=C1CCN(Cc2cccnc2)CCN1[C@H](CO)c1ccccc1	-22	2	7	2	24	-3	-1	-0.8	0	1
Cc1cc(C)nc(NS(=O)(=O)c2ccc(N/C=C\C(=O)c3cccs3)cc2)n1	-78	·	-1	0	11	1	1	0.3	·	15
CC1=C(C(N)=O)C(c2ccc(Cl)cc2)NC(=O)N1 (stereo not drawn)	9	23	1	5	13	-1	2	0.1	6	1
Cc1ccc(S(=O)(=O)Oc2ccccc2N2C(=O)C3C4CCC(C4)C3C2=O)cc1 (stereo not drawn)	-19	1	-1	·	·	7	6	-0.7	2	24
CCCCNC(=O)c1cn(-c2ccc(OCC)cc2)c(=O)c2cc(OC)c(OC)cc12	-6	-1	-1	0	6	-1	1	-0.4	-7	9
CCCc1nnc(SCC(=O)O)n1CC	-20	-3	-1	-2	11	-1	1	0.0	-4	5
COc1cccc(NC(=O)C2CC(=O)OC23CCOC(C)(C)C3)c1 (stereo not drawn)	-20	-4	-1	0	16	5	0	-0.5	-3	7
CC1CCN(S(=O)(=O)c2ccc3c(c2)oc(=O)n3C)CC1	2	21	-1	-2	17	-3	6	-28	-1	13
Cc1cc(C)n(C(C)CC(=O)N2CCc3ccccc32)n1 (stereo not drawn)	-37	4	1	0	-5	1	1	0.0	-1	-17
O=C(c1ccc(CS(=O)(=O)c2ccc(Br)cc2)o1)N1CCN(C2CCCCC2)CC1	-3	0	-4	3	3	-2	0	·	-6	8
O=[N+]([O-])c1cc(/C=N/N/C(=N/c2ccccn2)c2ccccn2)ccc1O	-42	13	-2	-2	38	5	3	2.4	6	-91
COc1ccc(OCCCC(=O)Nc2nc(-c3ccccn3)cs2)cc1	-6	-2	0	2	46	3	1	0.0	3	2
COC(=O)c1ccc([C@H]2CC(=O)O2)cc1	-17	6	-2	-4	26	-4	-3	0.3	3	-22
Cc1nc(-c2ccc(C(=O)Nc3ccc(F)cc3)cc2)cs1	-107	67*	-1	1	22	3	3	0.1	19	-109
Cc1ccc2c(C)c(C(=O)N3CCCC(C(N)=O)C3)oc2c1C (stereo not drawn)	-60	19	·	-1	31	1	-4	3.5	10	-57
CCOc1ccc(C2C(C(=O)OC)=C(C)N=C3SCCC(=O)N32)cc1OCC (stereo not drawn)	0	-7	-1	-4	14	-2	-5	-0.2	2	-7
Cc1ccc(C(=O)Nc2ncc(Cc3ccc(SC(F)F)cc3)s2)cc1	33	-3	-3	0	9	3	2	-1.1	-8	-163
CN1CCN(S(=O)(=O)c2cccc(C(=O)Nc3cc(C(F)(F)F)ccc3N3CCCC3)c2)CC1	·	-3	·	-1	-1	·	·	0.5	-2	10
COc1ccccc1-c1n[nH]c(=S)n1Cc1ccccc1	-11	5	-6	2	8	5	-2	-0.3	0	14
CCOC(=O)N1CCN(C(=O)c2ccc3c(=O)n4c(nc3c2)CCCCC4)CC1	3	44	1	0	7	-2	4	0.1	14	-1
CSCC[C@H](NS(=O)(=O)c1ccc(C)cc1)C(=O)N1CCC(C(=O)N[C@@H](Cc2ccccc2)C(=O)O)CC1	-6	7	-2	2	21	-5	-8	0.1	1	15
O=C(OCCN1CCCCC1)c1ccc(O)cc1	15	5	7	2	23	0	3	0.3	0	-5
COc1c(O)ccc(/C=N\NC(=O)c2ccc3c(c2)OCO3)c1[N+](=O)[O-]	1	0	-2	1	13	-1	-5	0.9	4	-31
COc1ccc(-c2csc(-c3ccc(O)cc3)n2)cc1	-58	23	-1	-1	19	-1	50*	2.3	22	-215
CC1CCN(C(=O)CNC(=O)CNC(=O)Cc2ccccc2)CC1	-17	7	-1	-8	19	6	-3	-0.2	4	10
COc1ccc(N(CC(=O)NCc2ccco2)S(=O)(=O)c2ccccc2)cc1	-16	36	0	0	33	0	7	1.0	7	1
CCn1c(COc2ccccc2)nnc1SCC(=O)CC(=O)Nc1ccccc1OC	-12	0	-1	0	11	3	0	0.2	-1	-26
CCc1cccc(C)c1NS(=O)(=O)c1c(C)nc2sccn2c1=O	-37	-3	-3	-1	2	-2	-1	-0.5	-2	16
COc1ccc(S(=O)(=O)N2CCN(S(=O)(=O)c3ccc4c(c3)OCCO4)CC2)cc1C	-3	-11	·	0	29	3	-6	0.2	4	-1
Cc1[nH]c2ccccc2c1/C=C/c1nc2ccccc2c(=O)[nH]1	-183	80*	6	0	9	-1	15	2.0	30	-98
Cc1ccccc1C(=O)Nc1ccc(Br)cn1	-120	28	-1	2	18	0	4	·	8	-77
CSc1ccc(S(=O)(=O)NCC(=O)OCC(=O)NCC2CCCO2)cc1[N+](=O)[O-] (stereo not drawn)	·	-5	0	-3	5	·	·	0.7	6	11
Cc1ccc(C(=O)N2CCN(c3ccccn3)CC2)cc1Cl	-25	13	6	·	·	0	-4	-20	1	-9
O=C(O)COn1c(-c2ccc(Cl)cc2)nc2ccc(Cl)cc21	-75	92*	2	-1	25	0	-4	1.3	63	-123
COc1ccc(/C=N/NC(=O)c2nc(-c3ccccc3)n(-c3ccccc3)n2)c(O)c1	-15	11	0	-1	15	-8	3	19*	3	87*
